ALOX12 inh = Primary qHTS assay for inhibitors of human arachidonate 12S-lipoxygenase (ALOX12): Round 2; Polyunsaturated fatty acid lipoxygenase ALOX12 (Homo sapiens), P18054; purified 12hLO, xylenol orange hydroperoxide absorbance; Potency, µM (series often up to 108 µM), without a hit: at the top dose activity change, negative = inhibition, most hits filed as inhibitors; actives 1.1% (n = 580,000); AID 1671190, 2021; also: potency is read from the fitted curve at half-maximal effect; % is scaled to controls: 0 for no effect and ±100 for the full control effect
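Purified human 12hLO at 150 nM in 25 mM Hepes, 0.01% Triton X-100, pH 7.0, preincubated 15 min at room temperature with compound. Reaction started with 40 uM arachidonic acid, 30 min at room temperature. Hydroperoxide measured by Fe-xylenol orange, 573/405 nm absorbance ratio.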
G9a inh = qHTS Assay for Inhibitors of Histone Lysine Methyltransferase G9a; Potency, µM (doses to about 102 µM), inactives show at the top dose activity, negative = inhibition, usual class: inhibitors; Histone-lysine N-methyltransferase EHMT2 (Homo sapiens), Q96KQ7; G9a H3K9 monomethylation, AlphaScreen, 2 h; actives 8.8% (n = 350,000); also: potency is read from the fitted curve at half-maximal effect; % is scaled to controls: 0 for no effect and ±100 for the full control effect; nearly all actives have a fitted effect of over 75% in size
Target sequence (Q96KQ7 913-1193 limits assumed): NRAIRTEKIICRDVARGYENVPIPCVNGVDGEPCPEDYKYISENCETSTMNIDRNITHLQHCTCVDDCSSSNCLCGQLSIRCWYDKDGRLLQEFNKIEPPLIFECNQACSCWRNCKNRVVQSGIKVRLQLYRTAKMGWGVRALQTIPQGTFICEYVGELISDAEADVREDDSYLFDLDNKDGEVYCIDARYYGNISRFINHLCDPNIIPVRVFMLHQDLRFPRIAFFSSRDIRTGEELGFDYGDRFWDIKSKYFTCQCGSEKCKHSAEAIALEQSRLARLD
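G9a (20 nM) preincubated 15 min RT with compounds, then 500 nM biotinylated H3K9 peptide and 20 uM SAM added; 2 h RT reaction. Monomethyl-H3K9 product detected by AlphaScreen with anti-H3K9me1 antibody, streptavidin donor and anti-rabbit IgG acceptor beads.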
JMJD2A Tudor inh = qHTS Assay for Inhibitors of JMJD2A-Tudor Domain. AID 504339, 2011. actives 4.4% (n = 390,000). Lysine-specific demethylase 4A (Homo sapiens), O75164. Potency, µM (titrated, usually from 114 µM), for the others: at the top dose activity change, negative = inhibition, usual class: inhibitors. AlphaScreen JMJD2A-Tudor / H3K4me3 peptide binding; also: potency is read from the fitted curve at half-maximal effect; % is scaled to controls: 0 for no effect and ±100 for the full control effect; nearly all actives have a fitted effect of over 50% in size
BAZ2B block = qHTS Assay for Inhibitors of BAZ2B; Bromodomain adjacent to zinc finger domain protein 2B (Homo sapiens), Q9UIF8; AlphaScreen BAZ2B-H3K14Ac peptide displacement; Potency, µM (highest dose often 114 µM), without a hit: at the highest dose activity change, negative = inhibition, actives largely listed as inhibitors; actives 4.4% (n = 360,000); also: potency is read from the fitted curve at half-maximal effect; % is scaled to controls: 0 for no effect and ±100 for the full control effect; nearly all actives have a fitted effect of over 60% in size
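BAZ2B (50 nM) with biotin-H3(5-23)K14Ac peptide (50 nM) in PBS pH 7.4, 0.01% Tween-20, preformed 30 min, then compound 30 min at room temperature; top concentration 110uM. AlphaScreen streptavidin donor/nickel chelate acceptor beads (10 ug/mL final), 20 min dark, signal read.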
GLS inhibitor = qHTS for Inhibitors of Glutaminase (GLS) | GLS enzymatic activity, qHTS titration | Potency, µM (top dose mostly 45.5 µM), for the others: at the highest dose activity change, negative = inhibition, usual class: inhibitors | actives 0.21% (n = 410,000) | AID 624170, 2012; also: potency is read from the fitted curve at half-maximal effect; % is scaled to controls: 0 for no effect and ±100 for the full control effect
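Assay buffer: 45 mM KH2PO4 pH 8.2, 0.02% Tween-20. hKGA acts on L-glutamine (1 mM solution added); product glutamate is reported by an oxidase/peroxidase Amplex Red coupling, with fluorescence taken at baseline and 30 min.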
HP1b binding inh = HTS for Inhibitors of HP1-beta Chromodomain Interactions with Methylated Histone Tails. actives 0.56% (n = 390,000). AlphaScreen HP1-beta / biotin-H3K9me3 peptide binding. Potency, µM (highest dose often 114 µM), without a hit: at the highest dose activity change, negative = inhibition, actives largely listed as inhibitors. Chromobox protein homolog 1 (Homo sapiens), P83916; also: potency is read from the fitted curve at half-maximal effect; nearly all actives have a fitted effect of over 70% in size; inactives centre near 23
Target sequence (P83916 whole entry, looked up): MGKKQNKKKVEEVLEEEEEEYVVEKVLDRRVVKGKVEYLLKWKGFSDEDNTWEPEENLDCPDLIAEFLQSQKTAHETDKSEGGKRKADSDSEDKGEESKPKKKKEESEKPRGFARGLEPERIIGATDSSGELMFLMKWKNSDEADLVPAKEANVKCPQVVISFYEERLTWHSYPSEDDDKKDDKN
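AlphaScreen: HP1-beta (50 nM) preformed 30 min with biotin-H3(1-18)K9me3 peptide (50 nM) in PBS pH 7.4, 0.01% Tween-20. Compound added for 30 min at RT, then streptavidin donor/nickel chelate acceptor beads (10 ug/mL) for 30 min.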
PI4K2A block = qHTS for small molecular inhibitors of PI4K2A; Phosphatidylinositol 4-kinase type 2-alpha (Homo sapiens), Q9BTU6; purified PI4K2A, ADP-Glo luminescence, 1 h; active compounds read low; activity change, negative = inhibition, % at 76.9 µM; actives 0.13% (n = 420,000); in the data active = activity change below about -50%; inconclusive = mostly about -30% to -49%;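 also: -100% = wells without enzyme as full effect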
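PI4K2A activity was measured by ADP-Glo luminescence: enzyme (4 ug/mL stock) and phosphatidylinositol (1.2 mM stock) in Tris pH 7.5/MgCl2/EGTA/Triton X-100 buffer were reacted with ATP (300 microM stock) for one hour at ambient temperature.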
RGS4 inhibitor = Inhibitors of Regulator of G Protein Signaling (RGS) 4: qHTS; Potency, µM (top dose mostly 114 µM), for inactives: at the highest dose activity change, negative = inhibition, hits mostly inhibitors; AID 504845, 2011; Transcreener GDP fluorescence polarization, RGS4-accelerated GTP hydrolysis; actives 0.039% (n = 390,000); also: potency is read from the fitted curve at half-maximal effect; % is scaled to controls: 0 for no effect and ±100 for the full control effect; nearly all actives have a fitted effect of over 75% in size; some results filed as inactive show a strong effect at the top dose
Target sequence (P49798 whole entry, looked up): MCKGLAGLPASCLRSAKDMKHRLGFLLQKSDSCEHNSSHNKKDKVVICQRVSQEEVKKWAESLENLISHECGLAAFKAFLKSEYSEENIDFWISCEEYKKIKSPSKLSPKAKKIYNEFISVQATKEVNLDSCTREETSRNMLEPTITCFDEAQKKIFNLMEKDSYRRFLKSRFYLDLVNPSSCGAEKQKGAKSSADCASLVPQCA
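MLSMR compounds (23 nl, pin-transferred) preincubated 10 min at room temperature with a 500nM (2x) first reagent, then RGS4 at 900nM (2x) plus Transcreener GDP mix added; fluorescence polarization (620/688 nm) read before and after 90 min at 30 °C.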
ERG Ets-DNA blk = qHTS for Small Molecule Inhibitors of the ERG Ets/DNA interaction | Transcriptional regulator ERG (Homo sapiens), P11308 | fluorescence polarization, His-ERG Ets domain / labelled DNA | Potency, µM (highest dose often 76.9 µM), for the others: at the highest dose FP activity, negative = inhibition, actives largely listed as inhibitors | actives 0.028% (n = 370,000) | AID 624246, 2012; active = well fitted inhibition curve with a large enough effect in the polarisation, with a control signal flat; inconclusive = small, poorly fitted or top-dose-only effect, or effect the other way, or a change in a side signal; inactive = no such curve, though single readings can be large or run the other way; the % refers to the polarisation;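 also: polarization taken with two DNA probes labelled with fluorescein and Texas red; potency is read from the fitted curve at half-maximal effect; % of control where 0% means no effect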
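His-tagged ERG Ets domain (1 uM in the protein solution; 300mM KCl, 50mM Tris-HCl, 1mM EDTA, 1mM DTT, pH 7.5) received compound, then a probe mix of 5 nM fluorescein-DNA and 100nM Texas-615-DNA. Fluorescence polarization was read for both dyes.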
Starred values were filed as active, the others as inactive; ? = inconclusive; nt = no result given; & = joins results of further samples; [ ] = another dose, or the depositor's remark. Unless noted, calls follow the shape of the dose curve; as a rule, active = well fitted curve in the direction sought with a large enough effect; inconclusive = small, poorly fitted or top-dose-only effect, or another doubt; inactive = no such curve, though single readings can be large; an effect the other way counts as inactive or inconclusive. Not all compounds are listed (hit frequency here may not be typical).

cpd	SMILES	ALOX12 inh	G9a inh	JMJD2A Tudor inh	BAZ2B block	GLS inhibitor
1	Cc1cc(C)c(NC(=O)Cn2nnc(-c3nc(-c4ccccc4)no3)c2N)c(C)c1	-22%	?	15%	-2%	-13%
2	CN1CCN(C(=O)CCn2nc(-c3ccccc3)c3ccccc3c2=O)CC1	436%[activator]	-1%[59 µM]	-7%	8%	2%
3	CCOc1ccc(NC(=O)c2cc(=O)c3ccc(C)c(C)c3o2)cc1	?	-5%[59 µM]	-23%	-2%	-7%
4	Cc1ccc(NC(=O)CCCN2C(=O)c3cccc4cccc(c34)C2=O)cc1	-24%	46%[59 µM]	79µM*	0%	-9%
5	Oc1c(C(c2ccco2)N2CCC3(CC2)OCCO3)sc2ncnn12 (configuration not stated)	-14%	35µM*	-14%	5%	-3%
6	Cc1ccc(C#N)c(SCC(=O)Nc2nccs2)n1	1%	?	6%	-15%	-2%
7	N#C/C(=C/c1ccc2c(c1)OCO2)C(=O)Nc1ccc(O)cc1	1%	-35%	-15%	?	22%
8	CCOc1cc(CNC(CC)CO)ccc1OCC(=O)Nc1cccc(C(F)(F)F)c1 (configuration not stated)	-5%	0%	3%	-2%	2%
9	CC1=NN(c2cccc([N+](=O)[O-])c2)C(=O)C1	-23%	nt	-31%	?	-3%
10	COc1ccc(-c2nc(N)ncc2-c2csc(C)n2)c(O)c1	19%	7%[59 µM]	-17%	-3%	24%

cpd	HP1b binding inh	PI4K2A block	RGS4 inhibitor	ERG Ets-DNA blk
1	36%	0	1%	-2%
2	26%	-3	16%	3%
3	5%	2	8%	3%
4	0%	-3	-12%	0%
5	28%	3	-27%	-7%
6	41%[activator]	-5	?	5%
7	16%	26	-5%	5%
8	57%[activator]	7	19%	-4%
9	-3%	-50*	-50%	7%
10	9%	-15	16%	nt

(more compounds)
cpd	SMILES	ALOX12 inh	G9a inh	JMJD2A Tudor inh	BAZ2B block	GLS inhibitor
11	CCOC(=O)c1c(-n2cccc2)sc2c1CCCC2=O	-4%	?	-12%[57.1 µM]	?	4%
12	Cc1nc(SCC(=O)Nc2ccc(CN3CCCC3)cc2)c2c(C)c(C)sc2n1	5%	6%[12.7 µM]	-18%	-31%	6%
13	CS(=O)(=O)N1CCN(c2nc3ccc(Cl)cc3s2)CC1	0%	24%	-2%	3%	-1%
14	COC(=O)c1ccc(CSc2nnc(-c3ccccc3)n2C)o1	-4%	-48%	-10%	-24%	3%
15	COC(=O)CC1COc2ccccc2N1C(=O)/C=C/c1ccccc1 (configuration not stated)	0%	-35%	-20%	-17%	2%
16	C/C(=N\NC(=O)c1nnn(-c2nonc2N)c1CSc1ccccc1)c1ccco1	3%	15%	-1%	?	0%
17	CC(=O)Nc1ccc(C=NNC(=O)CCCC(=O)NN=Cc2ccc(NC(C)=O)cc2)cc1	8%	nt	-11%	nt	4%
18	COC(=O)c1ccc(C(=O)OC)c(NC(=O)CSc2nnc(-c3ccccc3Cl)o2)c1	9%	nt	3%	nt	9%
19	Cc1ccccc1/C=C1\SC(=S)N(/N=C/c2cc([N+](=O)[O-])ccc2O)C1=O	?	45µM*	?	22µM*	0%
20	CCOC(=O)C1CCCN(Cc2ccccc2C)C1 (configuration not stated)	?	2.5µM*	5µM*	71µM*	1%

cpd	HP1b binding inh	PI4K2A block	RGS4 inhibitor	ERG Ets-DNA blk
11	12%	-1	-11%	-3%
12	9%	1	-17%	17%
13	8%	-5	5%	2%
14	42%[activator]	-3	12%[56.9 µM]	-2%
15	45%[activator]	-3	-48%	-1%
16	34%[activator]	-4	-13%	7%
17	16%	7	0%	nt
18	5%	-7	8%	5%
19	-22%	-3	?	-3%
20	?	8	8%	9%

3 structures out of the list, ordered by molecular weight, rising:
cpd	SMILES	ALOX12 inh	G9a inh	JMJD2A Tudor inh	BAZ2B block	GLS inhibitor
4	Cc1ccc(NC(=O)CCCN2C(=O)c3cccc4cccc(c34)C2=O)cc1	-24%	46%[59 µM]	79µM*	0%	-9%
16	C/C(=N\NC(=O)c1nnn(-c2nonc2N)c1CSc1ccccc1)c1ccco1	3%	15%	-1%	?	0%
17	CC(=O)Nc1ccc(C=NNC(=O)CCCC(=O)NN=Cc2ccc(NC(C)=O)cc2)cc1	8%	nt	-11%	nt	4%

cpd	HP1b binding inh	PI4K2A block	RGS4 inhibitor	ERG Ets-DNA blk
4	0%	-3	-12%	0%
16	34%[activator]	-4	-13%	7%
17	16%	7	0%	nt

Continuation:
cpd	SMILES	ALOX12 inh	G9a inh	JMJD2A Tudor inh	BAZ2B block	GLS inhibitor
21	NC(=O)c1nsc(C(=O)N(CC(=O)NCc2ccc(F)cc2)Cc2ccco2)c1N	-15%	12%	-21%	3%	10%
22	Cc1ccc(S(=O)(=O)NNC(=O)Cc2cccn2C)cc1	-23%	?	3%	?	26%
23	CC(=O)C[C@@H](O)CC(=O)[C@@H]1OC(=O)[C@@H](C)CCCCc2ccccc21	-3%	nt	29%	nt	-3%
24	COc1ccc(C(=O)N2CCCC(CNC(=O)c3ccc(F)cc3)C2)cc1OC (configuration not stated)	1%&26%	nt	-3%	2%	-1%
25	COC(=O)c1c(O)cc(C(C)(C)C)n(-c2ccc(F)cc2)c1=O	-7%	13%[59 µM]	-17%	6%	-2%
26	Cc1cc(C(=O)N2CCN(c3ccc(F)cc3)CC2)on1	17%	nt	-13%	8%	21%
27	Cc1c(S(=O)(=O)N2CCN(c3cccc(Cl)c3)CC2)c(=O)n(C)c(=O)n1C	11%	15%	-17%	-13%	4%
28	CCCn1nc(C(=O)NNC(=O)c2cc(S(=O)(=O)NC)ccc2Br)c2ccccc2c1=O	-2%	-2%	-12%	42%[activator]	8%
29	Cc1nn(CC(=O)Nc2ccc(C(C)C)cc2)c(C)c1[N+](=O)[O-]	13%	5%	-6%	-10%	-2%
30	C/C(=C(\C#N)C(=O)NCCN1CCOCC1)N(C)C	-2%[57.4 µM]	-29%[12.7 µM]	-6%	-15%	13%

cpd	HP1b binding inh	PI4K2A block	RGS4 inhibitor	ERG Ets-DNA blk
21	11%	-4	-7%	1%
22	40%[activator]	10	8%	-3%
23	91%[activator]	-2	-7%	1%
24	33%[activator]	-5	-12%	-5%
25	-1%	-1	1%	-8%
26	4%	-5	-4%	0%
27	4%	-4	-3%	-3%
28	35%	-21	-5%	-3%
29	56%[activator]	-4	20%	0%
30	19%	0	32%	nt

(list continues)
cpd	SMILES	ALOX12 inh	G9a inh	JMJD2A Tudor inh	BAZ2B block	GLS inhibitor
31	CC1Cc2c([nH]c3ccccc23)C2c3ccccc3CN12 (configuration not stated)	?	25µM*	?	4%	-18%
32	COc1cccc(NC(=S)N2CCn3c(nc4ccccc43)C2)c1	-18%	?	1%	-8%	-1%
33	COc1ccc(NS(=O)(=O)c2cc3c(cc2C)N(C(C)=O)CCO3)cc1	19%&-16%	-10%	-7%&-20%	6%	6%&5%
34	C=CCC(NCc1ccccc1)c1ccc(Cl)cc1 (configuration not stated)	-18%	16%[59 µM]	46%[activator]	126%[activator]	8%
35	CCOCCCNc1c2c(nc3cc(-c4ccc(F)cc4)nn13)CCC2	2%	-9%[59 µM]	-10%	-12%	11%
36	CN(CCc1ccccc1)C1CCCN(S(=O)(=O)c2cccc(F)c2)C1 (configuration not stated)	2%	-10%	-26%	-2%	14%
37	CCC(C(=O)NCc1ccc(F)cc1)n1nc(C)n2c(cc3occc32)c1=O (configuration not stated)	8%	-12%	-9%	-10%	-10%
38	Cc1cccc(C(C)(C)C)c1OCCN1CCCC1	?	25µM*	4.5µM*	-9%	0%
39	Cc1ccc(-n2nnnc2-c2cnc3ccc(Cl)cc3c2-c2ccccc2)cc1	16%	22%[0.0925 µM]	-31%	-3%	-3%
40	c1ccc(C2=Nn3c(nnc3-c3cccs3)SC2)cc1	72%[activator]	-2%	-8%	-12%	-4%
41	O=C1c2ccccc2C(=O)c2[nH]cnc21	0%	-35%	-9%	0%	-3%
42	O=C(CCCOc1ccc(Cl)cc1Cl)N1CCCc2ccccc21	5%	230%[activator]	123%[activator]	100%[activator]	7%

cpd	HP1b binding inh	PI4K2A block	RGS4 inhibitor	ERG Ets-DNA blk
31	-7%	4	-2%	4%
32	51%[activator]	10	-20%	0%
33	22%&14%	1&1	10%&20%	-19%&4%
34	138%[activator]	2	31%	2%
35	49%[activator]	-4	7%	1%
36	9%	-5	8%	23%
37	44%[activator]	0	-41%	-1%
38	?	1	-9%	1%
39	5%	5	15%	13%
40	12%	-3	8%	0%
41	10%	1	7%	9%
42	176%[activator]	-3	11%	3%

Source: PubChem BioAssay
